High-throughput results (PubChem)
Pyk2 oligo antag: Pyk2 (human) oligomerization antagonism | Q293 cells, Pyk2 FERM NanoBiT luminescence; hits give low values | 99,000 tested, 0.83% active | AID 1347419 | z-score (the deposit names both 25 µM and 10 µM);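 active means Z-score of -3 or lower, scaled per plate to the spread of control and sample wells; inactive means z-score above -3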;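 further: negative z-score means lost luminescence so less FERM oligomerization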
Target sequence (Q14289 whole entry, looked up): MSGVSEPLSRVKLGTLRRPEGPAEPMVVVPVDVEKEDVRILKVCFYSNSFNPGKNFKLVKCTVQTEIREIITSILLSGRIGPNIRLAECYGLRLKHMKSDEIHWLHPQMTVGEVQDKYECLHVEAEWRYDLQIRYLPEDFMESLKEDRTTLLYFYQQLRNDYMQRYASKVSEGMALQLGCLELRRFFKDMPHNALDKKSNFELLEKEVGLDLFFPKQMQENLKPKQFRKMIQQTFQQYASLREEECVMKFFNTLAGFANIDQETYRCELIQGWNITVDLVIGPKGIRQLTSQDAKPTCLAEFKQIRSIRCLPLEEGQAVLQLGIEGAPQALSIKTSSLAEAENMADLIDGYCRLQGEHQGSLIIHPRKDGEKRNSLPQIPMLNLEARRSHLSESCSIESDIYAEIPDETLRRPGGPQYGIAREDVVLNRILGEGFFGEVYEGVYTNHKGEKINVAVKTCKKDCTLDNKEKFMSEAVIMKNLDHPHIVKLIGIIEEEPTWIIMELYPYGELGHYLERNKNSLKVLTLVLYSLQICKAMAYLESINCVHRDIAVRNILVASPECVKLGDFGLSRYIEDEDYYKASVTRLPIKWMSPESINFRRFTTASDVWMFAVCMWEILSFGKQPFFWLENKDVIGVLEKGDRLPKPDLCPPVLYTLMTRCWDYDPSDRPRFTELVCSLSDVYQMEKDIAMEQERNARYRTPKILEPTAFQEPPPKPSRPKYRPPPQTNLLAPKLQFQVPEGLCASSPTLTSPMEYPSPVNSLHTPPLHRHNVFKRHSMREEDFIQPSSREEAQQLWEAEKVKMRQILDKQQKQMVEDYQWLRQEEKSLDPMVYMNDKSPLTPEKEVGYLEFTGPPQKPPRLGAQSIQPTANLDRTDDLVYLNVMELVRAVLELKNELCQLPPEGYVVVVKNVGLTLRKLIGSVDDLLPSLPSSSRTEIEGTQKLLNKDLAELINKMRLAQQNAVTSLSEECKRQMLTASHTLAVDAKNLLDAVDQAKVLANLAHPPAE
cytoskel mod: cytoskeleton assembly modification | HUVEC TNFa F-actin phalloidin imaging, high content | 91,000 tested, 0.18% active | inhibition, % at 2 µM;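 active means inhibition above the batch mean plus 3 SD and confirmed as a hit by visual image inspection, cut at about 30% in these data, passing the limit was not always enough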; further: strong numbers were not always called active
Fibroblast inh: blocks proliferation of human lung fibroblasts; LL 47 human lung fibroblast viability, ATP luminescence; hits give low values; viability, % at 10 µM; 85,000 tested, 1.1% active;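 active means viability at or below 50% in the single dose screen; inactive means viability above 50%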;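 further: compound exposure lasted 72 h before the ATP readout; 100% = median luminescence of untreated cell-only wells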
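test system = LL 47 human lung fibroblasts | amount = 1,150 fibroblasts seeded per well | medium = 15% FBS in IMEM | times = overnight cell rest, 72 h compound treatment at 37 °C | measured by = CellTiter-Glo luminescence measuring cellular ATP | read-out = viability percentage against median untreated-cell control | benchmarks = cell-only wells, no compound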
IL1B cytotox: HUVEC cytotoxicity counter-screen, IL-1B stimulated; HUVEC cell count loss, Hoechst imaging; cell count reduction, % at 2 µM; 94,000 tested, 0.41% active;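 active means cell count reduction more than 3 SD above the screen-wide mean, cut at about 70% in these data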;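 further: normalized per plate to untreated control cells as the no-loss baseline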
TNFa cytotox: HUVEC cytotoxicity counter-screen, TNF alpha stimulated. 93,000 tested, 0.17% active. cell count reduction, % at 2 µM. AID 848. HUVEC TNFalpha-stimulated, Hoechst cell count, imaging;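 active means cell count reduction exceeding the screen mean by over 5 SD, scaled to untreated wells per plate, cut at about 78% in these data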;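 further: cells counted after 24 h of TNF alpha exposure following the 1 h pretreatment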
HUVEC prolif 384: inhibitors of human endothelial cell proliferation; HUVEC proliferation, CellTiter-Glo luminescence, 72 h; hits give low values; viability, % at 10 µM (by protocol); 86,000 tested, 1.1% active; AID 648;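 active means viability at or below 30%; inactive means viability above 30%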;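 further: 100% = median luminescence of DMSO-only cell control wells on each plate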
VCAM1 TNFa inh: reduces TNF alpha induced VCAM1 expression in HUVEC; HUVEC TNFa-induced VCAM-1 immunofluorescence, high-content imaging; inhibition, % at 2 µM; 95,000 tested, 0.48% active; AID 802;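 active means inhibition above the batch mean plus 3 SD, with images confirmed as a hit by eye, cut at about 37% in these data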;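 further: 0% = TNF-stimulated DMSO wells and 100% = unstimulated control wells; not every result past the cut was called active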
H69AR inhibit: growth inhibitors of human H69AR lung tumor cells | AID 598 | viability, % at 10 µM | 85,000 tested, 6% active | H69AR lung tumor viability, ATP luminescence, 72 h; hits give low values;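 active means viability at or below 40%; inactive means viability above 40%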;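 further: multidrug resistant small cell line overexpressing MRP-1 efflux transporter; 100% = mean luminescence of untreated control wells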
Smad3 FoxH1 inh: Smad3 (human) transcription factor binding inhibition. P84022. TR-FRET Smad3/Dy647-FoxH1 peptide binding, europium anti-His. inhibition, % at 25 µM. 88,000 tested, 0.29% active;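 active means compounds that reduce the energy-transfer binding signal between the protein and its labelled peptide by more than half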;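 further: 0% = Smad3 plus labelled peptide maximal FRET and 100% = peptide-only background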
* hit, by the source's call; / = no result given; [ ] = another dose, or the depositor's remark.

SMILES	Pyk2 oligo antag	cytoskel mod	Fibroblast inh	IL1B cytotox	TNFa cytotox	HUVEC prolif 384	VCAM1 TNFa inh	H69AR inhibit	Smad3 FoxH1 inh
O=C(CN1CC(c2ccccc2)CC1=O)OCc1ccccc1F (stereo not drawn)	-0.12	-3	88	-27	-11	91	13	93	1
O=C1C2C3C=CC(C4CC34)C2C(=O)N1/N=C/c1ccc(-c2ccc(F)cc2[N+](=O)[O-])o1 (stereo not drawn)	-0.77	-12	102	-25	-10	84	21	71	7
O=C(CSc1ncnc2nc[nH]c12)Nc1ccccc1C(F)(F)F	-0.55	14	/	15	-1	/	-5	/	/
Cc1ccc(CNCc2cc3c(C(C)(C)C)nn(-c4ccccc4)c3[nH]c2=O)cc1	-0.72	-4	65	-79	-16	67	-1	1.9*	8
COCCNC(=O)COc1cccc(Oc2ccccc2)c1	0.22	-19	91	-22	-16	92	0	89	-6
CCOc1ccc(N=C(NC#N)SCC)cc1	0.09	4	98	-22	1	98	-12	95	-18
Cc1nnc(SCc2nc3ccccc3nc2C)s1	-0.63	1	112	18	-8	93	-6	97	2
CC(C)C1S/C(=N/N=C/c2cccs2)NC1=O (stereo not drawn)	-0.53	-24	/	-27	-12	/	6	/	/
CC(C)Cc1nc2oc3c(NCC4CCCO4)ncnc3c2c2c1CCC2 (stereo not drawn)	-2.1	30	85	4	-30	53	-1	33*	0
Cc1cc(=O)n2[nH]c(C(=O)O)nc2n1	0.12	14	/	17	-24	/	6	/	/

3 structures already listed, ordered by heavy-atom count, descending.
SMILES	Pyk2 oligo antag	cytoskel mod	Fibroblast inh	IL1B cytotox	TNFa cytotox	HUVEC prolif 384	VCAM1 TNFa inh	H69AR inhibit	Smad3 FoxH1 inh
O=C1C2C3C=CC(C4CC34)C2C(=O)N1/N=C/c1ccc(-c2ccc(F)cc2[N+](=O)[O-])o1 (stereo not drawn)	-0.77	-12	102	-25	-10	84	21	71	7
Cc1ccc(CNCc2cc3c(C(C)(C)C)nn(-c4ccccc4)c3[nH]c2=O)cc1	-0.72	-4	65	-79	-16	67	-1	1.9*	8
CC(C)Cc1nc2oc3c(NCC4CCCO4)ncnc3c2c2c1CCC2 (stereo not drawn)	-2.1	30	85	4	-30	53	-1	33*	0

(continued)
SMILES	Pyk2 oligo antag	cytoskel mod	Fibroblast inh	IL1B cytotox	TNFa cytotox	HUVEC prolif 384	VCAM1 TNFa inh	H69AR inhibit	Smad3 FoxH1 inh
O=S(=O)(c1ccc2ccccc2c1)N1C=CC(C(F)(F)F)=NCC1	0.67	-1	94	-3	-18	80	-18	101	3
COc1ccc(N(CC(=O)Nc2ccc3c(c2)OCCO3)S(C)(=O)=O)c(OC)c1	-0.67	/	106	/	/	96	/	76	5
CCCn1c(Sc2nc3c(c(=O)[nH]c(=O)n3C)n2CCC)nc2c1c(=O)[nH]c(=O)n2C	0.44	-6	/	-35	-13	/	3	/	/
O=C(NCCN1CCOCC1)c1cc2ccccc2o1	0.27	-18	108	15	-11	101	-2	88	4
O=C(NCc1ccccc1)c1cccnc1N1CCOCC1	-0.67	-19	/	/	-10	92	-5	103	10
CCCCN1C(=O)C(NC(=O)CC(C)C)(C(F)(F)F)C2=C1CC(C)(C)CC2=O (stereo not drawn)	-0.45	-3	/	-40	-7	/	6	/	/
CC(/C=N/n1cnnc1)=C\c1ccccc1	-0.02	20	101	-100	-25	41	-2	96	10
Cc1cc(OCC(=O)NCCCN2CCOCC2)cc(C)c1Cl	0.02	-8	/	-48	-10	/	6	/	/
CCc1ccc(C(C(=O)NCc2ccc(OC)cc2)N(CCOC)C(=O)Cc2cccs2)cc1 (stereo not drawn)	-1.5	0	/	10	-15	/	1	/	/
COc1ccc(OCC(=O)O/N=C(\N)Cc2ccc(Cl)cc2Cl)cc1	0.28	/	99	-12	-27	97	8	96	-12
Cn1cc(Cl)c(C(=O)OCC(=O)Nc2nc(-c3ccc(Br)cc3)cs2)n1	-0.71	0	99	-31	-4	72	7	84	4
c1ccc2c(c1)OCC(c1csc3ncnc(N4CCCC4)c13)O2 (stereo not drawn)	-1.1	-6	101	0	-14	98	1	68	1
O=c1[nH]c(=O)n(C2CCCO2)cc1F (stereo not drawn)	/	/	99	/	/	100	/	84	-3
COc1ccc(NC(=O)N2CCCC2C(=O)Nc2ccc(C)c(Cl)c2)cc1 (stereo not drawn)	-0.45	0	91	-4	-13	74	14	82	-4
Cc1cc(C)nc(N2CCC(C(=O)Nc3ccc4c(c3)CCC4)CC2)n1	0.2	1	94	9	13	79	-13	98	-3
O=C(NCCc1ccccc1)c1ccccc1NS(=O)(=O)N1CCCC1	-1.4	-43	97	2	16	93	-6	83	-1
CCOC(=O)c1cc(CC)sc1N	/	0	100	-1	-13	81	-15	84	-4
Cc1cc(/C=N/n2cnnc2)c(C)n1-c1ccccc1	0.77	-1	99	2	-20	35	0	72	3
CC(=O)NC1(c2cccc(F)c2)CCN(CC(=O)NC(C)C)CC1	-0.11	8	98	-7	4	91	-11	83	1
Cc1ccc2c(c1)NC(=O)C(CC(=O)N(C)Cc1ccccc1)O2 (stereo not drawn)	/	-8	109	-1	7	118	20	92	-4
c1ccc(OCCN2C3=NCCN3c3ccccc32)cc1	-1.1	-18	102	-25	-18	92	-4	81	-6
Cc1ccc(S(=O)(=O)N2CCN(C(=O)c3ccc(OCc4c(C)noc4C)cc3)CC2)cc1	0.06	-1	90	4	-24	106	3	85	6
S=C(Nc1ccc(Br)cc1)N1CCN(C2CCCCC2)CC1	0.39	16	/	-4	-1	/	5	/	/
O=C(CCc1nc(-c2ccccc2)no1)NCc1cccnc1	-0.06	13	95	0	-6	95	1	90	-10
Cc1nc(CS(=O)c2ccccc2)cc(N2CCOCC2)n1 (stereo not drawn)	2.5	2	/	-16	-28	/	14	/	/
CCOC(=O)c1ccc(NC(=O)N2CCN(c3ccccn3)CC2)cc1	-0.05	-5	101	18	-11	98	6	85	2
CCC(=O)N1CCN(c2ccccc2NC(=O)c2cccc(C)c2)CC1	0.28	6	99	-14	-32	99	20	85	2
c1ccc(Cc2nnc(Sc3ccccc3)c3ccccc23)cc1	-0.73	0	/	-11	-12	/	4	/	/
COC(=O)c1ccccc1Oc1c(F)c(F)nc(N2CCOCC2)c1F	-0.72	-7	87	7	-3	95	5	67	7
CC(=O)c1cccc(NC(=O)N2CCCc3ccccc32)c1	-0.07	-3	99	-42	/	97	2	96	8
CCOC(=O)C1CCN(C(=O)CN(c2ccc(Cl)c(C(F)(F)F)c2)S(C)(=O)=O)CC1	-0.45	32	105	-15	-16	106	-5	80	5
CCCOc1ccc(N2C(=O)CC(NCc3cccs3)C2=O)cc1 (stereo not drawn)	0.03	-6	100	10	0	95	-3	93	4
O=C(NCC(c1cccnc1)N1CCN(c2ccc(F)cc2)CC1)c1cccc(Cl)c1 (stereo not drawn)	-0.11	/	90	/	/	110	/	83	7
COc1cc(N2CCCC2)c(OC)cc1/C=C(/C#N)c1ccc(F)cc1	-2.7	8	86	-6	-26	94	16	86	-19
CN(C)c1ccc(/C=C/c2nc3ccccc3s2)cc1	-0.22	0	/	-10	-20	/	4	/	/
COCCn1c(=O)[nH]c2cc(C(=O)NCc3ccccc3)ccc2c1=O	-0.28	14	106	9	-20	110	5	94	10
C/C(=N\NC(=O)CSCc1cccc(Br)c1)c1ccc([N+](=O)[O-])cc1	-0.08	-12	/	34	-10	/	20	/	/
CCN(CC)C(=O)CSc1nc(C)cc(-c2cccs2)c1C#N	-2.5	-50	/	8	26	/	30	/	/
O/N=C1\CCCc2oc3c(c21)CCCC3	0.72	12	93	10	-22	107	5	98	5
COc1ccc(CNC(=O)C(C#N)c2nc3ccccc3nc2N2CCN(C)CC2)cc1 (stereo not drawn)	-0.33	34	93	8	-14	4.2*	13	34*	7
CCc1cccc(C)c1NC(=O)C(c1ccccc1)N1CCC1=O (stereo not drawn)	-0.21	34	/	/	-25	/	14	/	/
Cc1cc(C)cc(Oc2ccc(C(F)(F)F)cc2C#N)c1	-0.38	/	89	0	-25	98	1	91	3
CC(=O)c1ncnn1CC(=O)c1ccc(Cl)cc1Cl	0.91	-10	96	-34	-16	97	-18	110	-4
CCC(=O)Nc1nc2ccccc2n1CCN1CCOCC1	0.68	38	107	-3	2	100	4	100	-6
O=C(COc1ccccc1)N1CCNC1=O	-0.22	0	109	-4	-42	58	-8	83	-3
O=C1NC2(Nc3ccccc31)C(=O)Nc1ccccc12 (stereo not drawn)	-1.3	1	102	-2	-20	82	4	84	-15
COc1cccc(C(=O)N(CN2CCCC2=O)c2ccccc2OC)c1	0.8	-22	89	-9	14	111	-3	83	-15
CCC(=O)N1CCc2cc(Br)cc(S(=O)(=O)CCC(=O)NCCOC)c21	-0.66	4	/	5	-25	/	14	/	-2
CCCC(CCC)C(=O)Nc1ccncc1	-0.37	7	94	0	-46	104	24	99	-6
Cc1cc(C)c(C)c(C(=O)CSc2nnc(C)c(=O)[nH]2)c1C	/	-5	/	16	-8	/	11	/	/

Overlap with the part before: two compounds, followed by the next part.
SMILES	Pyk2 oligo antag	cytoskel mod	Fibroblast inh	IL1B cytotox	TNFa cytotox	HUVEC prolif 384	VCAM1 TNFa inh	H69AR inhibit	Smad3 FoxH1 inh
CCCC(CCC)C(=O)Nc1ccncc1	-0.37	7	94	0	-46	104	24	99	-6
Cc1cc(C)c(C)c(C(=O)CSc2nnc(C)c(=O)[nH]2)c1C	/	-5	/	16	-8	/	11	/	/
CC(=O)NCCSC(=O)c1ccc(F)cc1	-0.16	/	109	/	/	83	/	96	9
CCn1nnc(-c2ccccc2NC(=O)c2cnccn2)n1	-0.11	-5	100	4	/	74	-2	61	7
O=C(Cn1sc2ccccc2c1=O)NC12CC3CC(CC(C3)C1)C2	-0.99	-11	/	-21	-14	/	11	/	/
O=C(c1cccc(-n2cnnn2)c1)N1CCOCC1	0.62	1	98	-36	-10	94	-8	99	-3[fluorescence artefact?]
CCCNC(=O)N1CCN(C(=O)NCCC)CC1	0.28	-5	105	5	4	100	3	104	0
CC(C)C(=O)Nc1cccc(-c2nc3ccccc3o2)c1	-0.6	-73	104	-28	16	99	30	91	1
Cc1cc(N2CCC(C(=O)NC3CC3)CC2)nc(-c2ccccc2)n1	1.8	-15	95	11	12	107	-20	68	7
O=C(Nc1ccc(F)cc1F)c1noc2c1CCC2	1.6	/	104	/	/	104	/	95	-14[fluorescence artefact?]
COc1ccc(C(=O)NC(=S)N2CCC(C)CC2)cc1	0.31	/	101	-15	-49	92	16	60	0
CCOc1ccc(C(=O)Nc2nnc(C(C)C)s2)cc1OCC	0.56	4	/	-24	-10	/	12	/	/
CCCS(=O)(=O)N1CCC(C(=O)NCCc2ccc(OC)c(OC)c2)CC1	-0.53	0	99	-19	-6	99	-8	91	8
CCOC(=O)C1CCN(C(=O)CCc2ccccc2)CC1	0.05	18	102	-38	-22	95	9	102	3
Cc1cccc(N(C(=O)c2sc(C)nc2C)C(C(=O)NCc2ccco2)c2ccccc2)c1 (stereo not drawn)	-1.3	-15	/	2	-7	/	14	/	/
CCOC(=O)c1sc2ccc(S(=O)(=O)N3CCCCC3)cc2c1N	-1.3	12	94	-27	-2	86	0	71	-4
COc1cccc(-n2nnnc2SCC(=O)NCc2ccco2)c1	-0.59	-37	99	-35	12	111	8	87	-4
COc1cccc(N2C(=O)C3CCCN3C2c2ccc(F)cc2)c1 (stereo not drawn)	-0.14	-28	98	-19	-7	110	-1	95	-6
CCCCNc1cc(NC(C)=O)cc2cc(OC)c(OC)cc12	-2.1	-13	106	-11	-19	78	-3	89	32
COC(=O)c1cc(Oc2ccc(C(=O)OC)cc2N)cc(C(=O)OC)c1	-0.43	2	108	18	5	88	8	89	-18
CCc1nc(C)cn1S(=O)(=O)c1cc(Br)ccc1OC	0.18	-3	91	-10	12	92	-1	97	-6

Some of the compounds tested; rates above refer to the full screens.
